High-throughput results (PubChem)
FN deposition inh: fibronectin deposition inhibition; inhibition, % at 12.6 µM; hit rate 0.086% among 350,000; AID 743247; AH1F fibroblasts, Alexa488-fibronectin deposition fluorescence, overnight;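 active = mean inhibition across replicates of 30% or more, regardless of how many single replicates reach that level; inconclusive = mean under 30% yet at least half of replicates reach 30%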;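 note: positive control wells lacked labelled fibronectin entirely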
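material = AH1F fibroblast monolayer depositing Alexa488-labelled fibronectin into matrix | amount = 10000 AH1F cells/well | buffer or medium = DMEM plus 2% serum, read in PBS | incubation = 1 h cell adhesion before compound, then overnight fibronectin incubation | detection = fluorescence at 485 nm excitation, 525 nm emission | evaluation = percent inhibition as loss of matrix-bound fibronectin fluorescence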
Casp6 inh: caspase-6 (human) enzyme inhibition. inhibition, % at 12.5 µM. P55212. purified caspase-6, Z-VEID-R110 cleavage fluorescence. hit rate 0.53% among 350,000. AID 686996;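 active = mean inhibition across replicates at least about 35%, with every replicate also reaching that limit, limit read from the data; inconclusive = only one of the two criteria met; inactive = neither criterion met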;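 note: 0% = median of neutral control wells and 100% = no fluorescence left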
Target sequence (P55212 24-179 limits assumed): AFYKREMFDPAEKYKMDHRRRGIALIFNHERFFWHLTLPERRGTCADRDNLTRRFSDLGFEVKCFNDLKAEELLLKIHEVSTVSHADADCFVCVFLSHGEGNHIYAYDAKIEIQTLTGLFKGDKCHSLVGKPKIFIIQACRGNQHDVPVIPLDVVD
Target sequence (P55212 194-293 limits assumed): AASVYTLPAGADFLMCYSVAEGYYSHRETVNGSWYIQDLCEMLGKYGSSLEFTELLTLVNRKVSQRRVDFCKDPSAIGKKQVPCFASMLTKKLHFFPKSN
SIRT5 inh: inhibitors of human sirtuin-5 desuccinylase. inhibition, % at 15 µM. AID 652115. hit rate 1.1% among 330,000. Q9NXA8. Purified SirT5, succinyl-peptide AMC, trypsin-coupled fluorescence; in the data active = inhibition above about 15%; inconclusive = no clear call, values can overlap the other calls
Target sequence (Q9NXA8 whole entry, looked up): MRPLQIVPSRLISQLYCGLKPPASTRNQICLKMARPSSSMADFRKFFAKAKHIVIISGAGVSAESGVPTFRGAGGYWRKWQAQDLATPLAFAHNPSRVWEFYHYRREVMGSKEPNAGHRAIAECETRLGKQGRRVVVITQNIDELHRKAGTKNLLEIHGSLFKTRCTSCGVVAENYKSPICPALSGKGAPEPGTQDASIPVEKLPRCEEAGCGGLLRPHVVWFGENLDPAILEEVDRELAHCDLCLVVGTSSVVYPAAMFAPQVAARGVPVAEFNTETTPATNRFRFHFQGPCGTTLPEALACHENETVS
esBAF inh: inhibitors of esBAF chromatin remodeling in mouse ES cells. Bmi1-luciferase knock-in reporter, 24 h; 100% = twice the neutral-well signal. reporter increase, % at 12.5 µM. hit rate 2% among 350,000. AID 602393; in the data active = activation above about 40%; inconclusive = no clear call, values can overlap the other calls;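 note: 0% = median of the plate's neutral control wells and 100% = double that signal; a rise in the Bmi1 reporter signal indicates esBAF inhibition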
S100A4 MyoIIA: S100A4-myosin IIA interaction inhibition. P26447. inhibition, % at 10.7 µM. S100A4/TAMRA-MyoIIA peptide fluorescence polarization. AID 652163. hit rate 0.14% among 360,000;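 active = mean inhibition of at least 70% across replicates, with every replicate also reaching that level; inconclusive = mean inhibition reaches 70% but some replicates fall short; inactive = mean inhibition below 70%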
Target sequence (P26447 whole entry, looked up): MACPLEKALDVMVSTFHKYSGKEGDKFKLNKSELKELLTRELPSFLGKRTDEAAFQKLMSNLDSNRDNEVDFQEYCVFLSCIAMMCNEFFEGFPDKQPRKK
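System – human S100A4 monomer protein, biochemical binding assay · Buffer or medium – Calcium-containing HEPES buffer, pH 7.2 · Timing – 5 min between mix addition and reading · Also added – TAMRA-labelled myosin IIA heavy-chain peptide probe, 5 nM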
LGR2 antag: Drosophila LGR2 receptor signaling inhibition. HEK293 LGR2, CRE-luciferase, bursicon-stimulated, 4 h. inhibition, % at 9.99 µM. hit rate 0.35% among 380,000. AID 720647;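 active = drop in luminescence signal, shown as inhibition above about 50% in the replicate tests, limit read from the data, passing the limit was not always enough; inconclusive = probably only some replicates passing the limit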;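 note: agonist challenge used bursicon conditioned medium at about half maximal strength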
C2C12 statin: suppressors of simvastatin-induced myotoxicity in C2C12 myotubes; ATP luminescence, 48 h; scaled: DMSO 0, geranylgeraniol control 100; rescue of ATP level, % at 7.49 µM; hit rate 0.78% among 330,000;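 active = mean ATP rescue above about 67%, or every replicate alone reaching that limit, limit read from the data, passing the limit was not always enough; inconclusive = no clear call, values can overlap the other calls; inactive = mean under the limit and some replicate under it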;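 note: myotubes were challenged with 10 µM simvastatin during compound exposure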
Starred values were filed as active, the others as inactive; ? = inconclusive; nt = no result given; & = joins results of further samples. Some of the compounds tested, so the mix of outcomes need not match the whole.

canonical_smiles,FN deposition inh,Casp6 inh,SIRT5 inh,esBAF inh,S100A4 MyoIIA,LGR2 antag,C2C12 statin
O=C(c1ccco1)N1CCN(C(=O)c2ccc(-c3ccc(Cl)cc3)o2)CC1,0,3,1,-3,1,-10,0
COc1cccc(S(=O)(=O)Nc2ccc3c(c2)OC[C@@H](C)N(C(=O)Cc2cccnc2)C[C@H](C)[C@@H](OC)CN(C)C3=O)c1,-2,nt,nt,3,nt,-6,-6
COCCNC(=O)C1CC2Cn3c(nc4cc5ccccc5cc43)C2N1C (stereo not given),1,-3,nt,5,-2,-11,-14
CO[C@H]1CN(C)C(=O)c2cc(NC(=O)C3CC3)ccc2OC[C@H](C)N(CCc2ccccc2)C[C@H]1C,4,nt,nt,3,nt,-1,-7
Cc1ccc(NC(=O)Nc2nnc(-c3ccccc3)o2)cc1,-11,38*,-3,nt,-1,-41,nt
CCCCn1nnnc1C1(C)CCC(=O)N1Cc1ccc(OC)cc1 (stereo not given),2,3,-5,nt,3,6,nt
O=C(CNC(=O)C12CC3CC(CC(C3)C1)C2)N1CCCC(C(F)(F)F)C1 (stereo not given),5,-220,-1,5,-1,-1,2
COc1ccc2c3c([nH]c2c1)[C@@H](CO)N(S(=O)(=O)c1cn(C)cn1)CC31CCN(CC2CC2)CC1,nt,-9,7,nt,-3,-19,nt
Cc1noc(C)c1S(=O)(=O)Nc1ccc2c(c1)CC(=O)N([C@H](C)CO)C[C@@H](C)[C@@H](CN(C)C(=O)Nc1ccc(F)cc1)O2,-1,3,-4,2,-1,-1,23
COc1cc(/C=C2\SC(=Nc3ccccc3OC)NC2=O)ccc1O,-5,2,3,7,-4,6,2
COCCCNC(=S)N(Cc1ccccc1)Cc1ccccc1,5,nt,nt,6,nt,0,-6
COc1ccc(NC(=O)Nc2ccc3c(c2)CC(=O)N([C@@H](C)CO)C[C@@H](C)[C@@H](CN(C)C(=O)Nc2ccc4c(c2)OCO4)O3)cc1,nt,nt,3,2,-1,0,-4

In the list so far, these contain a halogen:
canonical_smiles,FN deposition inh,Casp6 inh,SIRT5 inh,esBAF inh,S100A4 MyoIIA,LGR2 antag,C2C12 statin
O=C(c1ccco1)N1CCN(C(=O)c2ccc(-c3ccc(Cl)cc3)o2)CC1,0,3,1,-3,1,-10,0
O=C(CNC(=O)C12CC3CC(CC(C3)C1)C2)N1CCCC(C(F)(F)F)C1 (stereo not given),5,-220,-1,5,-1,-1,2
Cc1noc(C)c1S(=O)(=O)Nc1ccc2c(c1)CC(=O)N([C@H](C)CO)C[C@@H](C)[C@@H](CN(C)C(=O)Nc1ccc(F)cc1)O2,-1,3,-4,2,-1,-1,23

Going on with the list.
canonical_smiles,FN deposition inh,Casp6 inh,SIRT5 inh,esBAF inh,S100A4 MyoIIA,LGR2 antag,C2C12 statin
COC(=O)c1ccc(COc2cccc3c2CCN(Cc2cccc(C)c2)C3=O)o1,10,1,-1,nt,0,8,nt
CCC(C)N1C(=S)SC(C)(C)C1N(O)C(=O)NC1CCCCC1 (stereo not given),-1,4,-4,nt,-19,8,nt
Cc1ccc(S(=O)(=O)CC(=O)Nc2cc(C)on2)cc1,8,0,1,-1,-9,0,7
Cc1ccc(-c2cc(C(=O)N3CC4(C)CC3CC(C)(C)C4)no2)cc1 (stereo not given),-5,-2,-2,-9,-2,5,-2
Cc1noc(C)c1NC(=O)Nc1ccc2c(c1)C(=O)N(C)[C@H]1CC[C@@H](CC(=O)NCc3ccc(Cl)cc3)O[C@H]1CO2,5,2,-5,3,3,-4,19
CC1CCN(S(=O)(=O)c2cccc(C(=O)Nc3ccccc3)c2)CC1,4,4,-2,nt,13,-28,nt
COc1ccccc1CNc1nc2cc(-c3sccc3C)sc2c(=O)n1C,-3,0,nt,66*,-2,-85,-3
CCOC(=O)CSc1cc(C)c(C#N)c2nc3ccccc3n12,13,4,-2,4,4,9,5
CCOC(=O)c1nc(-c2ccccc2)oc1N1CCOCC1,-5,-3,-23,nt,0,-62,nt
N#Cc1c2nc3ccccc3nc2n2cc(NC(=O)c3ccc(F)cc3)ccc12,-4,7,2,nt,0,nt,nt
CCCC(=O)Nc1ccc2c(c1)nc(CCNC(=O)c1ccco1)n2C,-3,-1,-3,nt,0,-7,nt
O=C(COC(=O)Cc1ccc(S(=O)(=O)N2CCOCC2)s1)Nc1ccc(F)cc1F,-12,43*,1,-2,-5,nt,10

canonical_smiles,FN deposition inh,Casp6 inh,SIRT5 inh,esBAF inh,S100A4 MyoIIA,LGR2 antag,C2C12 statin
c1ccc(C2CC(c3cccs3)n3nnnc3N2)cc1 (stereo not given),8,nt,nt,1,nt,nt,-5
Cc1ccccc1C1=N/C(=C/c2cccs2)C(=O)O1,-2,2,1,-7,1,6,11
CCCCN(CC)CCCNC(=O)C1CCN(c2ncnc3c2sc2cccc(F)c23)CC1,-7,-28,1,nt,-4,nt,nt
CN1CCN(c2ccc(NC(=S)NC(=O)c3cccc4c(Br)cccc34)cc2)CC1,-19,-3,-1,-1,5,-9,126*
C[C@@]12C(=O)N(c3ccccc3)C(=O)N1[C@@H]1c3ccccc3OC[C@@H]1[C@H]2c1ccccc1,-7,1,nt,-7,-1,-5,-19
COc1ccc(C2C(C)C(=O)C(C)C(c3ccc(OC)cc3)N2N=O)cc1 (stereo not given),-2,-2,-1,6,-4,?,8
CCOC(=O)c1cccc(NC(=O)/C=C/c2ccc([N+](=O)[O-])cc2)c1,nt,0,-6,nt,-1,6,nt
COc1ccc(NS(=O)(=O)c2ccc3c(c2)Cc2ccccc2-3)cn1,-7,nt,nt,5,nt,nt,0
CC(=O)[C@@]1(O)[C@H](C)CC2C3CC=C4CC(OP(=O)(O)O)CC[C@]4(C)C3CC[C@@]21C (stereo not given in full),2,7,-1,2,-5,1,-3
CCCCCCc1ccc(N2C[C@H](Cc3ccccc3)[C@@H](CC(=O)NCc3ccc(OC)cc3)C2=O)cc1,6,0,nt,0,7,nt,4
Cc1ccc(S(=O)(=O)NCC[C@@H]2CC[C@@H](NC(=O)CCN3CCCCC3)[C@H](CO)O2)cc1,9,-1,10,1,2,-5,-5
O=C(NCc1ccc(Cl)cc1)c1ccc(Cl)cc1[N+](=O)[O-],8,nt,nt,-8,nt,nt,0

canonical_smiles,FN deposition inh,Casp6 inh,SIRT5 inh,esBAF inh,S100A4 MyoIIA,LGR2 antag,C2C12 statin
O=C(O)Cc1nc2nc3c(c(=O)n2[nH]1)CCCC3,-1,nt,nt,-7,nt,nt,17
O=C(CCCN1C(=O)/C(=C\c2cccc(Br)c2)SC1=S)Nc1cccnc1,0,-1,4,4,-6,40,nt
CCc1cccc(CC)c1NC(=O)C(CC)Sc1nc2ccsc2c(=O)n1CCC(=O)O (stereo not given),0,2,nt,6,15,-45,-23
O=C(C[C@H]1C=C[C@@H](NC(=O)Nc2cc(F)ccc2F)[C@H](CO)O1)NCc1ccc2c(c1)OCO2,-1,-2,10,0,-4,-4,5
CC1(C(=O)NCCc2c[nH]c3ccccc23)CCN1Cc1ccccc1OC(F)F (stereo not given),-1,0,nt,-5,-2,25,-6
CN(C)C(=O)C1C2NC(=S)N(c3ccc(Cl)cc3)C1(C)Oc1ccc(Cl)cc12 (stereo not given),1,-8,-2,-1,1,6,10
COc1ccccc1CCNC(=O)c1ccc(NC(=O)CC2SC(N3CCCC3)=NC2=O)cc1 (stereo not given),-1,2,-1,3,-6,5,-14
Cc1c(N)cc(S(=O)(=O)O)cc1NC(=O)c1cccc([N+](=O)[O-])c1,-18,12,28*,-2,-10,-7,2
O=C(CCN1CCN(Cc2ccccc2)CC1)NNC(=O)c1cc2ccccc2o1,-8,-5,3,-1,-1,-18,-2
COc1ccccc1S(=O)(=O)N[C@@H]1C=C[C@H](CC(=O)N2CCN(C)CC2)O[C@@H]1CO,nt,11,4,1,60,17,-5
CC(=O)N1CCc2cc(C(=O)CN3CCC(C)CC3)ccc21,0,-2,-1,1,-2,-6,-5
FC(F)(F)c1ccccc1Cc1c(C2CCCCC2)nc2ccc(Cl)cn12,-7,0,-3,1,-3,-13,-9

Screens in order: FN deposition inh, Casp6 inh, SIRT5 inh, esBAF inh, S100A4 MyoIIA, LGR2 antag, C2C12 statin
- COc1ccc(CC(N)c2csc(Nc3ccc(C(C)=O)cc3)n2)cc1 (stereo not given)
  4, -1, -6, -3, -8, 26, -46
- Cc1ccc(NC(=O)c2ccccc2F)nc1
  2, nt, nt, 25, nt, nt, -3
- CC1CCC/C(=N\NC(=S)Nc2ccccc2)C1 (stereo not given)
  3, nt, nt, 19, nt, 2, 2
- COc1ccc(OC2C(=O)N(Cc3ccc4c(c3)OCO4)C2c2sccc2C)cc1 (stereo not given)
  nt, -1, -2, 1, 2, 18, -61
- COc1ccc(N2CCN(C(=O)c3cc(S(=O)(=O)N4CCCCCC4)ccc3OC)CC2)cc1
  nt, 2, -7, nt, 4, 18, nt
- C[C@H](CO)N1C[C@H](C)[C@@H](CN(C)CC2CC2)Oc2c(NS(C)(=O)=O)cccc2C1=O
  5, -2&0, 3&-6, 4&-1, -16&-1, -6, 6&11
- CCOC(=O)C1(C)CCCN1C(=O)c1ccc2ccccc2c1 (stereo not given)
  nt, 2, nt, 2, 2, 30, -14
- COc1ccc(OC)c(-c2csc(N(CC3CCCO3)C(=O)C3CCCCC3)n2)c1 (stereo not given)
  -3, 1, -1, nt, -4, 0, nt
- Cc1ccc(S(=O)(=O)Nc2ccc3c(c2)C(=O)N([C@@H](C)CO)C[C@H](C)[C@@H](CN(C)S(=O)(=O)c2ccc(C)cc2)O3)cc1
  nt, 0, 1, 3, -2, -11, -2
- COc1ccc(NC(=O)c2onc(C)c2Cl)cc1OC
  0, 0, -2, 3, 2, -30, 4

Screens in order: FN deposition inh, Casp6 inh, SIRT5 inh, esBAF inh, S100A4 MyoIIA, LGR2 antag, C2C12 statin
- CC(C)Oc1ccc(/C=N/NC(=O)c2nnn(-c3nonc3N)c2CN(C)c2ccccc2)cc1
  -13, 2, -2, 2, 9, -18, -7
- Cc1ccc(NC(=O)CSc2nnc(-c3ccncc3)s2)cc1
  8, -2, 0, -3, 1, 19, -18
- Cc1ccc(S(=O)(=O)Nc2ccc3c(c2)CC(=O)N([C@H](C)CO)C[C@@H](C)[C@@H](CN(C)S(=O)(=O)c2ccc(C)cc2)O3)cc1
  nt, -4, 11, -2, -9, -11, -43
- O=C1CSC(c2cccnc2)N1c1ccc(F)cc1 (stereo not given)
  -2, nt, nt, -9, nt, nt, 8
- COCC(=O)N1CCCCN2[C@H](C1)[C@H](c1ccc(-c3ccc(F)cc3)cc1)[C@@H]2CO
  nt, 1, 3, nt, -1, 18, nt
- CN(C)CCCNc1ccc(-c2nn(C)c(=O)c3ccccc23)cc1[N+](=O)[O-]
  10, 0, 3, 4, -3, -18, 7

Reformatted: entries from further up.
> COCC(=O)N1CCCCN2[C@H](C1)[C@H](c1ccc(-c3ccc(F)cc3)cc1)[C@@H]2CO
  FN deposition inh: nt
  Casp6 inh: 1
  SIRT5 inh: 3
  esBAF inh: nt
  S100A4 MyoIIA: -1
  LGR2 antag: 18
  C2C12 statin: nt

> Cc1ccccc1C1=N/C(=C/c2cccs2)C(=O)O1
  FN deposition inh: -2
  Casp6 inh: 2
  SIRT5 inh: 1
  esBAF inh: -7
  S100A4 MyoIIA: 1
  LGR2 antag: 6
  C2C12 statin: 11

> COc1ccc(OC)c(-c2csc(N(CC3CCCO3)C(=O)C3CCCCC3)n2)c1 (stereo not given)
  FN deposition inh: -3
  Casp6 inh: 1
  SIRT5 inh: -1
  esBAF inh: nt
  S100A4 MyoIIA: -4
  LGR2 antag: 0
  C2C12 statin: nt
